Assay outcomes: PubChem, several laboratories
H69AR growth 86K: blocks growth of human H69AR lung tumor cells; H69AR lung tumor viability, ATP luminescence, 72 h; active compounds read low; viability, % at 10 µM; 6% of 85,000 active; AID 598;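 active means viability at or below 40%; inactive means viability above 40%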;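 further: multidrug resistant small cell line overexpressing MRP-1 efflux transporter; 100% = mean luminescence of untreated control wells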
F-actin modifier: cytoskeleton assembly modification; HUVEC TNFa F-actin phalloidin imaging, high content; inhibition, % at 2 µM; 0.18% of 91,000 active; AID 836;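 active means inhibition above the batch mean plus 3 SD and confirmed as a hit by visual image inspection, cut at about 30% in these data, passing the limit was not always enough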; further: strong numbers were not always called active
Fibroblast inh: blocks proliferation of human lung fibroblasts; viability, % at 10 µM; LL 47 human lung fibroblast viability, ATP luminescence; active compounds read low; 1.1% of 85,000 active;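 active means viability at or below 50% in the single dose screen; inactive means viability above 50%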;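 further: compound exposure lasted 72 h before the ATP readout; 100% = median luminescence of untreated cell-only wells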
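Material: Human LL 47 lung fibroblast cells | Input: 1,150 cells/well | Buffer or medium: IMEM plus 15% FBS | Compound dosing: 0.1% DMSO in all compound wells | Times: Overnight cell rest, 72 h compound treatment at 37 °C | Signal: CellTiter-Glo luminescence measuring cellular ATP | Measure: % viability versus median cells-only luminescence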
Smad3 inh: inhibitors of human Smad3 transcription factor binding; TR-FRET Smad3/Dy647-FoxH1 peptide binding, europium anti-His; inhibition, % at 25 µM; 0.29% of 88,000 active; P84022;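 active means compounds that reduce the energy-transfer binding signal between the protein and its labelled peptide by more than half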;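 further: 0% = Smad3 plus labelled peptide maximal FRET and 100% = peptide-only background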
Target sequence (P84022 whole entry, looked up): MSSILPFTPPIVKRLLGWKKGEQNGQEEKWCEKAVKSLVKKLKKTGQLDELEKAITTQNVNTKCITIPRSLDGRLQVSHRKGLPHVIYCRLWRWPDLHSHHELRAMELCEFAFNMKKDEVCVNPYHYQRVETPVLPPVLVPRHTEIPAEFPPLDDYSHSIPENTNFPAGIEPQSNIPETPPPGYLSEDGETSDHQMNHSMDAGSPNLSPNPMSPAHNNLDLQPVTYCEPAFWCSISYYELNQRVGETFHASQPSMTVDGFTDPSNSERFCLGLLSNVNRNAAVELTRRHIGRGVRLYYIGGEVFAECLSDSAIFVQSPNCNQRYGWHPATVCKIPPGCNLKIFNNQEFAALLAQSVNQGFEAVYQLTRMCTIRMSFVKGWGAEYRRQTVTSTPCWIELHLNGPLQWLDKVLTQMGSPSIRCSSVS
VCAM1 TNFa inh: reduces TNF alpha induced VCAM1 expression in HUVEC; HUVEC TNFa-induced VCAM-1 immunofluorescence, high-content imaging; inhibition, % at 2 µM; 0.48% of 95,000 active; AID 802;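 active means inhibition above the batch mean plus 3 SD, with images confirmed as a hit by eye, cut at about 37% in these data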;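 further: 0% = TNF-stimulated DMSO wells and 100% = unstimulated control wells; not every result past the cut was called active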
PTK2B oligo ant: Pyk2 (human) oligomerization antagonism; 0.83% of 99,000 active; z-score (the deposit names both 25 µM and 10 µM); Q293 cells, Pyk2 FERM NanoBiT luminescence; active compounds read low; Q14289; AID 1347419;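 active means Z-score of -3 or lower, scaled per plate to the spread of control and sample wells; inactive means z-score above -3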;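 further: negative z-score means lost luminescence so less FERM oligomerization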
IL1B cytotox: toxic to HUVEC cells under IL-1B stimulation; HUVEC cell count loss, Hoechst imaging, IL-1B stimulated; cell count reduction, % at 2 µM; 0.41% of 94,000 active; AID 845;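 active means cell count reduction more than 3 SD above the screen-wide mean, cut at about 70% in these data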;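 further: normalized per plate to untreated control cells as the no-loss baseline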
HUVEC inhibit: blocks proliferation of human endothelial cells; HUVEC proliferation, CellTiter-Glo luminescence, 72 h; active compounds read low; viability, % at 10 µM (by protocol); 1.1% of 86,000 active;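 active means viability at or below 30%; inactive means viability above 30%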;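 further: 100% = median luminescence of DMSO-only cell control wells on each plate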
HUVEC tox TNFa: HUVEC cytotoxicity counter-screen, TNF alpha stimulated; HUVEC TNFalpha-stimulated, Hoechst cell count, imaging; cell count reduction, % at 2 µM; 0.17% of 93,000 active; AID 848;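 active means cell count reduction exceeding the screen mean by over 5 SD, scaled to untreated wells per plate, cut at about 78% in these data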;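 further: cells counted after 24 h of TNF alpha exposure following the 1 h pretreatment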
Numbers without * were called inactive; / = no result given; [ ] = remark or other dose. An excerpt. The share of hits here may be higher or lower than overall.

The line under a structure holds: H69AR growth 86K	F-actin modifier	Fibroblast inh	Smad3 inh	VCAM1 TNFa inh	PTK2B oligo ant	IL1B cytotox	HUVEC inhibit	HUVEC tox TNFa
> COc1ccc(C2CC3(CC(C)(C)NC(=O)N3)Oc3cc(O)ccc32)cc1 (stereo not drawn)
 : 97	2	90	-4	-23	-0.5	18	90	-6
> O=c1oc2c3c4c(cc2cc1-c1nc2ccccc2[nH]1)CCCN4CCC3
 : 1.5*	/	84	39[fluorescence artefact?]	/	/	/	56	/
> CCN(CC)c1ccc(NC(=O)/C=C\c2ccccc2Cl)cc1
 : /	-34	/	/	-19	0.17	22	/	10
> O=C(NCc1ccccc1)[C@@H]1CSC2c3ccccc3C(=O)N21 (stereo partly drawn)
 : 79	-1	110	30[fluorescence artefact?]	-4	1.3	-14	108	-2
> Cc1ccc(NC(=O)N2CCC(O)(c3cccnc3)CC2)cc1
 : 78	7	111	3	-7	0.2	-12	102	-3
> Cc1ccc(S(=O)(=O)c2c(N)n(Cc3ccco3)c3nc4ccccc4nc23)cc1
 : 85	13	95	-6	-24	0.33	14	91	-55
> CC1CC(C)CN(C(=O)CCCn2c(=S)[nH]c3ccccc3c2=O)C1 (stereo not drawn)
 : 88	-15	93	-6	-22	-1.6	7	101	-8
> CC(=O)c1cccc(NC(=O)c2cccc(S(=O)(=O)N(C)C)c2)c1
 : 93	14	102	-2	-19	1.5	1	82	-22
> O=C(Nc1ccccc1-c1nnc(SCc2ccc(Cl)cc2)o1)c1ccccc1
 : /	-33	/	/	-1	-0.71	-17	/	-5
> N#CCSc1nnc(Cc2ccc3c(c2)OCO3)o1
 : 93	3	103	-2	8	0.55	-20	101	-20
> CCOC(=O)/C(C#N)=C1\C=CN(C)C(C)=N1
 : 99	-15	95	-5	13	-0.99	26	107	-16
> Cc1nc(SCC(=O)NCCc2ccccc2)nc(C)c1C
 : 89	2	105	8	2	-0.95	-21	99	1
> COc1ccc(-c2oc3ncn4nc(COc5ccccc5)nc4c3c2-c2ccc(OC)cc2)cc1
 : 84	12	97	-26	-4	0.63	-3	102	-3
> Cc1onc(-c2ccccc2Cl)c1C(=O)NCc1ccc2c(c1)cc(C)n2C
 : 81	/	97	5	/	/	/	89	/
> CN1C(=S)SC(C)(C)C1(C)NO (stereo not drawn)
 : 87	-8	91	4	-13	0.75	-20	95	-15
> CC(C)OC(=O)Cn1c(=O)oc2ccccc21
 : 97	-5	93	8	14	-0.34	13	97	4
> Cn1c(=O)oc2cc(S(=O)(=O)Nc3cccc(F)c3)ccc21
 : 106	/	94	-4	/	/	/	96	/
> O=C1c2cccnc2C(O)N1Cc1ccc(F)cc1 (stereo not drawn)
 : 94	-9	102	2	-10	-0.48	-13	96	6
> CCN(CCNC(=O)C1CCCN(S(=O)(=O)CC)C1)c1ccccc1 (stereo not drawn)
 : 68	/	92	2	8	0.14	31	103	19
> O=C(CN(Cc1ccccc1)C(=O)CSc1nnc(COc2ccccc2)o1)NC1CCCC1
 : 73	12	97	3	1	0.23	17	94	2
> COc1cccc2cc(-c3csc(CCn4nc(C)cc4C)n3)c(=O)oc12
 : 92	0	99	-7	-8	-1.4	-4	90	-20
> CCCCN(C(=O)CCC(=O)O)C1CC(=O)N(c2ccc(OCCC)cc2)C1=O (stereo not drawn)
 : 88	3	97	10	-2	-0.07	-19	95	-14
> Fc1ccccc1CSc1nnc(-c2ccccc2)o1
 : 97	0	98	9	19	-0.5	92*	118	-4
> Cc1cc(NC(=O)CSc2nnc(-c3ccoc3C)n2N)no1
 : 95	1	108	4	1	-0.12	-10	94	-12
> CC(C)NC(=O)c1onc(CSc2ccc(Cl)cc2)c1C(=O)O
 : /	-25	/	/	14	/	-24	/	-6
> O=C(Nc1cc(-c2nc3ccccc3s2)ccc1Cl)c1ccc2c(c1)OCO2
 : /	9	/	/	-5	1.1	19	/	-1
> CCOC(=O)C(CC)Sc1nc(N)c(NC(=O)c2ccc(OC)c(OC)c2)c(=O)[nH]1 (stereo not drawn)
 : 98	6	98	0	-1	/	-15	95	-8
> COCCNC(=O)C1(C)Oc2ccccc2NC1=O (stereo not drawn)
 : 97	11	94	2	-4	-0.52	-11	83	-12
> Cc1ccc(N2C(=O)c3ccc(C(=O)N4CCN(c5cccc(C)c5C)CC4)cc3C2=O)cc1
 : 102	4	96	-1	14	1.3	2	92	-25
> CC(C)CNC(=O)C1CCCN1S(=O)(=O)c1ccc(Cl)cc1 (stereo not drawn)
 : 92	-47	97	-17	-17	2.5	7	99	9
> CCOC(=O)c1c(NC(=O)c2cc(C(C)C)on2)sc(C(C)=O)c1C
 : 66	-21	99	20	4	-0.64	5	59	-12
> Cc1nc2ncnn2c(N2CCC(C(=O)NCC3CCCO3)CC2)c1Cc1ccccc1 (stereo not drawn)
 : 83	4	96	7	-18	1.3	22	102	13
> O=S(=O)(Cc1ccc(Cl)cc1)CC(O)COCc1ccccc1 (stereo not drawn)
 : 107	6	98	1	-12	0.51	1	96	-1
> O=C1NC(c2cccs2)Nc2sc3c(c21)CCCC3 (stereo not drawn)
 : 46	-14	73	4	33	-0.72	12	86	7
> COc1cc(C(=O)OC(C)CN2CCN(C)CC2)cc(OC)c1OC (stereo not drawn)
 : 87	-30	104	8[fluorescence artefact?]	2	-0.4	16	102	-8
> Brc1ccc(-c2nnc(-c3ccccc3)o2)o1
 : 90	-2	102	-19[fluorescence artefact?]	-22	-0.77	-7	91	-38
> CCOc1ccc(-c2nnc3ccc(SCC(=O)N4CCCCC4)nn23)cc1
 : 76	/	101	32[fluorescence artefact?]	/	/	/	99	/
> O=C(CCC1CCCCC1)Nc1ccccc1-c1ccccc1
 : /	5	/	/	-12	-1.3	-30	/	-11
> O=C(OC1CCOC1=O)c1ccc2ncsc2c1 (stereo not drawn)
 : 84	/	113	-1	/	-0.56	/	95	/
> COc1ccc(CCN2CC(O)=C(c3nc(C)cs3)C2=N)cc1OC
 : 81	8	98	-6	-13	0.18	4	88	6
> COC(=O)c1ccc(CSc2ncnc3c2nnn3-c2ccc(OC)cc2)o1
 : 97	/	108	-2	/	1.6	/	89	/
> CCOC(=O)C1=C(NC(=S)NC(=O)c2ccccc2)c2ccccc2CC1(C)C
 : /	-19	/	/	9	-1.3	-24	/	2
> CC12CCC(C(=O)N(CCC#N)CCC#N)(CC1=O)C2(C)C (stereo not drawn)
 : 95	-12	103	2[fluorescence artefact?]	-12	-0.36	0	101	-38
> COc1ccc(-c2noc(-c3cc4ccccc4oc3=O)n2)cc1
 : /	1	/	/	6	/	15	/	7
> Cc1cccc(N(CC(=O)NC2CCCCC2)C(=O)CCCC(=O)Nc2ccccn2)c1
 : 68	-6	90	15	2	-0.32	6	86	-7
> CCc1ccc(CCC(=O)Nc2ccc(OC)cc2)o1
 : 94	-2	96	4	3	1.8	-28	72	-18
> Cn1c(Cc2ccccc2)nnc1SCC(=O)c1cccs1
 : 73	2	96	-24	-14	0.23	-98	93	-9
> CN1CCN(c2nc3c(c(=O)n(C)c(=O)n3C)n2CC(N)=O)CC1
 : 101	2	95	-3	14	0.5	-21	85	-44
> Cc1cccc(CN2CCN(CC(=O)NCc3ccc(F)cc3)C2=O)c1
 : 94	-10	114	11	5	/	-15	88	-18
> COc1ccccc1NC(=O)CN1C(=O)NC(C)(C)C1=O
 : 100	12	104	5	11	0.24	-143	86	-15
> CN(CCc1ccccn1)C(=O)Nc1ccc(F)cc1
 : 87	/	100	-1	/	-1.3	1	89	/
> CON1C(=O)CN(C(C)=O)C1c1ccc(Cl)cc1Cl (stereo not drawn)
 : 99	-7	98	-2	4	0.25	7	110	-11
> COc1ccc(-n2c(C)nc3c(cnn3-c3ccc(C)c(C)c3)c2=O)cc1
 : 86	-5	93	7	19	/	-1	97	-2
> c1ccc2[nH]c(SCCN3CCOCC3)nc2c1
 : 87	/	97	-3	/	-0.06	/	102	/
> c1ccc2[nH]c(CN3CCCCCC3)nc2c1
 : 83	8	92	6	8	-0.19	3	106	/
> COC(=O)c1sccc1-n1cccc1C(=O)C(=O)N1CCCCC1
 : 95	22	103	12	13	0.68	-14	101	-33
> COc1cc(/C=C2/SC(=O)N(Cc3ccccc3)C2=O)ccc1OCc1ccncc1
 : /	16	/	/	0	-0.41	-4	/	-4
> O=C(NC(=O)c1cccc(OC(F)(F)C(F)F)c1)OC1CCS(=O)(=O)C1 (stereo not drawn)
 : 107	/	95	4	/	0.59	/	97	/
> O=C(CSc1ccc2nnc(-c3ccncc3)n2n1)NCC1CCCO1 (stereo not drawn)
 : 93	/	94	9	/	/	/	96	/
> Cc1ccc(C(=O)NCC2(c3ccccc3)CCCC2)cc1
 : /	14	/	/	6	0.56	-13	/	-23

(listing goes on)
The line under a structure holds: H69AR growth 86K	F-actin modifier	Fibroblast inh	Smad3 inh	VCAM1 TNFa inh	PTK2B oligo ant	IL1B cytotox	HUVEC inhibit	HUVEC tox TNFa
> O=C(Nc1cccc2ccccc12)c1nn(C23CC4CC(CC(C4)C2)C3)cc1[N+](=O)[O-]
 : /	-12	/	/	-6	0.12	14	/	11
> CCC(=O)N(Cc1cc2cc(OC)ccc2[nH]c1=O)c1cccc(C)c1
 : /	/	95	-3	1	-0.14	-71	88	-22
> CCOC(=O)c1cccc(N2C(=O)C3C(C2=O)C2C=CC3C23CC3)c1 (stereo not drawn)
 : 102	/	102	8	16	0.02	10	109	4
> CN(C)C(=O)CSc1nnc(CCCCCNC(=O)OC(C)(C)C)o1
 : 95	-21	88	12	6	-0.27	-15	94	-28
> COc1ccc(S(=O)(=O)Nc2ccc(F)c(Cl)c2)cc1OC
 : 115	/	/	14	/	-1.7	/	100	/
> COC(=O)[C@H](CCSC)NC(=O)NCCC1=CCCCC1
 : 103	-3	106	6	/	-0.85	20	94	/
> CCN1CCN(C(C(=O)NC2CCCC2)c2ccc(Cl)cc2)CC1 (stereo not drawn)
 : 92	-15	93	0	7	/	-3	84	-13
> O=C(C(Cc1ccc(Cl)cc1)NS(=O)(=O)c1ccccc1)N1CC[C@@]2(O)CCCC[C@H]2C1 (stereo partly drawn)
 : 66	0	96	7	-12	-0.53	-12	87	12
> O=C(COc1ccccc1Cl)c1ccc2c(c1)CCCC2
 : /	10	/	/	-1	-0.09	-22	/	-14
> Cc1cc(C)c(C)c(OCC(=O)NCC2CCCO2)c1 (stereo not drawn)
 : 86	20	99	-9	-15	0.07	-10	95	-10
> CC1CCCN(C(=O)c2ccncc2)C1 (stereo not drawn)
 : 104	-6	95	10	11	0.61	18	98	6
> Cc1cc(NC(=O)CSc2nnc(C3COc4ccccc4O3)o2)no1 (stereo not drawn)
 : 75	8	105	0	-6	-0.4	4	103	-10
> Nc1nc(Nc2ccc(Cl)cc2)nc2ccccc12
 : 21*	-15	81	0	15	-0.94	11	56	-2
> CCC(=O)NC(C)C(c1cccs1)N1CCN(c2ccccc2)CC1 (stereo not drawn)
 : 102	3	103	-8	5	-0.28	4	103	3
> COc1ccc(/C(O)=C2/C(=O)C(=O)N(CCCC(=O)O)C2c2ccc(OC)cc2)cc1 (stereo not drawn)
 : 93	1	98	-5	6	0.2	14	92	-29
